# ARFGAP1 inhibitor: inhibitors of rat ARFGAP1 GAP activity, primary screen, biochemical, fluorescence polarization, GDP tracer. ADP-ribosylation factor GTPase-activating protein 1 (Rattus norvegicus), Q62848. Arfgap1-stimulated ARF1 GTP hydrolysis, GDP FP detection. inhibition, % at 16.5 µM. 0.26% of 360,000 active;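 active = inhibition above a per-plate limit, mean inhibition of low control wells plus 3 SD, cut at about 25% in these data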;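 also: 0% = DMSO wells with enzyme and 100% = wells lacking Arfgap1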
# Target sequence (Q62848 1-136 limits assumed): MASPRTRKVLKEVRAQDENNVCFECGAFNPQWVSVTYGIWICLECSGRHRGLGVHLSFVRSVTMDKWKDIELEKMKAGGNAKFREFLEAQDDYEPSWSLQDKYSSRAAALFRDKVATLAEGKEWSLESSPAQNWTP
#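 material = rat Arfgap1 catalytic domain, aa 1-136 | also added = human ARF1(Δ1-17)-GTP substrate | compound dosing = one concentration, 16.5 µM, DMSO 1.26% | times = GTP hydrolysis reaction 2 h at 25 °C | measured by = FP, GDP Alexa 633 tracer displaced from anti-GDP antibody, 620/688 nm | evaluation = percent inhibition of Arfgap1-stimulated GTP hydrolysis | replication = single well per compound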
# ASAP1 GAP inh: inhibitors of human ASAP1 ArfGAP activity, primary screen, biochemical, fluorescence polarization. 0.19% of 360,000 active. Arf-GAP with SH3 domain, ANK repeat and PH domain-containing protein 1 (Homo sapiens), …. ASAP1-stimulated ARF1 GTP hydrolysis, GDP FP detection. inhibition, % at 16.5 µM. AID 624377, 2012; in the data active = inhibition above about 25%;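 also: 0% = vehicle with enzyme and substrate and 100% = no enzyme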
# Tn7 DDE FP: inhibitors of Tn7 peptide binding to fibrin DD(E), primary screen, biochemical, fluorescence polarization, human fibrin, Tn7 probe; Fibrinogen beta chain (Homo sapiens), P02675; FP displacement of FITC-Tn7 peptide from fibrin DD(E); 0% = median of compound wells per plate; inhibition, % at 8.3 µM; 0.13% of 370,000 active; AID 720508, 2013;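 active = inhibition above the mean of compounds falling within the control limits plus 3 SD of them, cut at about 14% in these data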;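 also: 0% = plate median of compound wells and 100% = 10 µM Aha-Tn7 peptide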
# Target sequence (P02675 whole entry, looked up): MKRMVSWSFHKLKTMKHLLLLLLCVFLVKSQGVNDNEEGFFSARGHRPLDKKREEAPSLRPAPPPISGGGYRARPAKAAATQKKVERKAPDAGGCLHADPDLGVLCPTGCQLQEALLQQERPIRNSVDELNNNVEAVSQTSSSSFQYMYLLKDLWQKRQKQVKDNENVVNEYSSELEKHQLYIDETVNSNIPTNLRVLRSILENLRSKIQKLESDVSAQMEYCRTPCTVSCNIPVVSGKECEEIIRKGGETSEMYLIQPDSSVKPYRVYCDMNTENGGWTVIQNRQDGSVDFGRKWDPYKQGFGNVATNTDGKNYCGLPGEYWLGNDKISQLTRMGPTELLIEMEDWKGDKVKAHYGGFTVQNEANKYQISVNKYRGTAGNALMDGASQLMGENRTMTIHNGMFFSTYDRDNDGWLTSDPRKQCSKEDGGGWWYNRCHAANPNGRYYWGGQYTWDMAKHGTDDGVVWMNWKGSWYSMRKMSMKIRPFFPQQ
#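 system = human fibrin DD(E) protein | quantity = DD(E) 2 µM final | medium = Tris/NaCl/CaCl2 buffer, pH 7.8 | also added = labelled Tn7 tracer, 0.1 µM | compound dosing = single point at 8.3 µM | timing = compound with protein 10 min, then 3 h after probe, room temperature | signal = FP measurement | benchmarks = Aha-Tn7 high control | repeats = one replicate per compound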
# PLCb3 inh: human PLC-beta3 inhibitors, primary screen, biochemical, fluorescence; 1-phosphatidylinositol 4,5-bisphosphate phosphodiesterase beta-3 (Homo sapiens), Q01970; Purified PLC-beta3, fluorogenic substrate; inhibition, % at 12.2 µM; 0.18% of 370,000 active; AID 720704, 2013; in the data active = inhibition above about 11%;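 also: 0% = median of compound wells on plate and 100% = full blocker control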
# UHRF1 binding: UHRF1 methylated DNA binding inhibitors, primary screen, counter-screen for MBD2 inhibitor project, biochemical, TR-FRET, human UHRF1, single concentration. E3 ubiquitin-protein ligase UHRF1 (Homo sapiens), Q96T88. UHRF1 binding to methylated oligo. inhibition, % at 4.4 µM. 0.75% of 370,000 active. AID 687016, 2013; in the data active = inhibition above about 21%;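 also: UHRF1 SRA domain binding a hemimethylated CpG hairpin DNA probe; 0% = median of test compound wells and 100% = reference inhibitor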
# DDE Tn6 FP inh: inhibitors of Tn6 peptide binding to fibrin DD(E), primary screen, biochemical, fluorescence polarization, human fibrin, Tn6 probe. Fibrinogen beta chain (Homo sapiens), P02675. Fibrin DD(E) TRITC-Tn6 fluorescence polarization displacement. inhibition, % at 8.3 µM. 0.21% of 370,000 active. AID 720509, 2013;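 active = inhibition above a per-campaign cutoff: mean of compounds within control limits plus 3 SD, cut at about 15% in these data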;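 also: 0% = median of all compound wells on the plate and 100% = blocking peptide control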
# MBD2 DNA inh: inhibitors of MBD2 binding to methylated DNA, primary screen, biochemical, TR-FRET, DNA-binding domain, human; Methyl-CpG-binding domain protein 2 (Homo sapiens), Q9UBB5; MBD2 binding to methylated oligonucleotide; inhibition, % at 4.4 µM; 0.31% of 370,000 active; AID 686964, 2013; in the data active = inhibition above about 13%
# PLCg1 inh: PLC-gamma1 enzyme inhibitors, primary screen, biochemical, fluorescence, purified enzyme; AID 720700, 2013; fluorogenic substrate; inhibition, % at 12.2 µM; 1-phosphatidylinositol 4,5-bisphosphate phosphodiesterase gamma-1 (Homo sapiens), P19174; 0.84% of 370,000 active; in the data active = inhibition above about 9.5%
# ADAM17 inh: ADAM17 inhibitors, primary screen, biochemical, QFRET; recombinant ADAM17, EDANS/DABCYL FRET peptide cleavage; Disintegrin and metalloproteinase domain-containing protein 17 (Homo sapiens), P78536; inhibition, % at 6.95 µM; 0.83% of 370,000 active;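 active = inhibition above the mean of compounds lying between control limits plus 3 SD, set per campaign, cut at about 8.5% in these data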;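 also: 0% = DMSO-only wells as the low control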
# KLK7 zymogen act: proKLK7 zymogen activators, primary screen, biochemical, fluorescence intensity. purified proKLK7, EDANS-DABCYL substrate fluorescence; 100% is mature enzyme control, 0% vehicle. activation, % at 7 µM. 0.9% of 370,000 active. AID 652039, 2013;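 active = activation above the mean of all tested compounds plus 3 SD, computed per campaign excluding outliers beyond control limits, cut at about 13% in these data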
# Target sequence (P49862 whole entry, looked up): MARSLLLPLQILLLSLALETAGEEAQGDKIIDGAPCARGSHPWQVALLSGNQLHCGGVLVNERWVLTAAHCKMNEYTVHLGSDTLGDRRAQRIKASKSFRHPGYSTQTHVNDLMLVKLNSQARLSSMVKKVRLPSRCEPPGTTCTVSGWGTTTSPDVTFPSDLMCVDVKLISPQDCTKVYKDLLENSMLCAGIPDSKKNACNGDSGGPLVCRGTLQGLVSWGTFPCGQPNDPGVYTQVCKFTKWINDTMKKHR
# * hit, by the source's call; i = inactive. The order is random (roughly 4.1% active in at least one column).
entry	smiles	ARFGAP1 inhibitor	ASAP1 GAP inh	Tn7 DDE FP	PLCb3 inh	UHRF1 binding
1	COc1ccccc1NS(=O)(=O)c1ccc(C)c(C(=O)NCC(c2cccs2)N2CCOCC2)c1 (configuration not stated)	-3	-4	-4	-3	2
2	CCCC(=O)N1CCN(c2ccc(NC(=O)c3ccco3)cc2)CC1	-6	16	-4	4	1
3	CC(C)NC(=O)C1(C)CCCN1C/C=C/c1ccccc1 (configuration not stated)	0	-1	8	-1	-1
4	O=C(Cc1c(F)cccc1Cl)Nc1cccc(S(=O)(=O)NC2=NCCCCC2)c1	15	-12	-4	1	0
5	CC(C)NS(=O)(=O)c1ccc(CCC(=O)N2CCC(C(N)=O)CC2)cc1	8	2	-7	1	-1
6	COc1cccc(Nc2nc(C(N)Cc3ccc(F)cc3)cs2)n1 (configuration not stated)	8	-1	-3	-10	0
7	COc1cccc(OCCCOc2ccc([N+](=O)[O-])cc2Cl)c1	18	5	1	-1	3
8	CCCN1Cc2cccc(C(=O)NCc3ccc4c(c3)OCO4)c2C1=O	9	3	5	5	0
9	Cc1cccc(NC(=O)CCSc2ccccn2)c1	-6	-4	1	2	-2
10	Cc1ccccc1Nc1c([N+](=O)[O-])cncc1[N+](=O)[O-]	27*	2	-2	3	5
11	CC1=NN(C(C#N)c2ccccc2)C(c2ccccc2)C1 (configuration not stated)	9	4	1	-12	0
12	COc1ccccc1CNC(=O)COC(=O)c1ccc(Cl)c(N)c1	0	17	0	-63	3

entry	DDE Tn6 FP inh	MBD2 DNA inh	PLCg1 inh	ADAM17 inh	KLK7 zymogen act
1	-2	-3	3	8	0.1
2	0	2	-1	0	0.9
3	4	-4	-1	0	-0.3
4	4	-8	1	-3	0.2
5	-3	-2	0	0	-0.1
6	0	4	0	-4	-0.1
7	3	5	1	1	-0.8
8	-2	-5	2	1	0.5
9	3	1	4	-1	-0.6
10	1	-7	8	1	-0.3
11	-5	4	0	-2	0.3
12	-2	-2	-31	-19	-0.1

# Molecules shown so far that have a Cl atom (three):
entry	smiles	ARFGAP1 inhibitor	ASAP1 GAP inh	Tn7 DDE FP	PLCb3 inh	UHRF1 binding
4	O=C(Cc1c(F)cccc1Cl)Nc1cccc(S(=O)(=O)NC2=NCCCCC2)c1	15	-12	-4	1	0
7	COc1cccc(OCCCOc2ccc([N+](=O)[O-])cc2Cl)c1	18	5	1	-1	3
12	COc1ccccc1CNC(=O)COC(=O)c1ccc(Cl)c(N)c1	0	17	0	-63	3

entry	DDE Tn6 FP inh	MBD2 DNA inh	PLCg1 inh	ADAM17 inh	KLK7 zymogen act
4	4	-8	1	-3	0.2
7	3	5	1	1	-0.8
12	-2	-2	-31	-19	-0.1

# Going on with the list.
entry	smiles	ARFGAP1 inhibitor	ASAP1 GAP inh	Tn7 DDE FP	PLCb3 inh	UHRF1 binding
13	CC1(C)O[C@@H]2[C@H](O1)[C@@H](COS(=O)(=O)O)O[C@H]2n1ccc(=O)[nH]c1=O	3	-2	1	0	-3
14	CSc1cccc(NC(=O)C2CCCN2S(=O)(=O)c2ccc3c(c2)CCC(=O)N3)c1 (configuration not stated)	-4	9	5	-4	-1
15	O=C(NCCCN1CCCC1=O)Nc1ccc(F)c(Cl)c1	-10	-9	6	7	4
16	COc1ccc(NC(=O)CN(C)C(=O)c2cc(C)on2)cc1	-1	-5	1	0	-3
17	CCN(CCn1cccn1)C(=O)CCc1nnc(C2CCCCC2)o1	8	-1	3	-9	8
18	Cc1cccc(C)c1NC(=O)c1cccc(N2C(=O)C3CCC(C)CC3C2=O)c1 (configuration not stated)	9	6	3	-8	1
19	Cc1ccc(S(=O)(=O)N2CCN(S(=O)(=O)N3CCC(C)CC3)CC2)cc1C	10	-4	8	-9	1
20	O=C(Nc1cccnc1)c1ccccc1NS(=O)(=O)c1ccc(F)cc1	4	-3	1	-52	3
21	CC1(C)CC(=O)c2sc(NS(=O)(=O)c3ccc([N+](=O)[O-])cc3)nc2C1	0	-5	-10	4	3
22	Cc1ccc(-c2cc(C(=O)NN3CCOCC3)c3cc(Br)ccc3n2)o1	11	0	-2	i	-4
23	CC(NC(=O)CNC(=O)C(Cc1ccccc1)NC(=O)OCc1ccccc1)C(N)=O (configuration not stated)	-7	1	-2	5	4
24	CCCCN(C=O)c1c(CC)nc2ccc(C(=O)NCc3ccccc3OC)cn12	-5	-15	-4	-18	0

entry	DDE Tn6 FP inh	MBD2 DNA inh	PLCg1 inh	ADAM17 inh	KLK7 zymogen act
13	0	-4	1	-3	0.3
14	3	1	-5	-1	-0.7
15	3	0	0	1	0.2
16	-7	4	4	0	-0.4
17	-6	6	0	-4	-0.7
18	-7	4	-1	-4	-0.3
19	-11	7	4	-6	-0.5
20	3	4	-31	-15	-0.4
21	-4	4	9	16*	-0.2
22	9	-2	i	-116	52*
23	-1	2	2	8	-0.9
24	4	3	-13	-6	1.3

# Down the list, quoted from above.
# Nos. 13 to 17 in UHRF1 binding read -3, -1, 4, -3, 8
# Nos. 13 to 17 in KLK7 zymogen act read 0.3, -0.7, 0.2, -0.4, -0.7
# Nos. 13 to 17 in DDE Tn6 FP inh read 0, 3, 3, -7, -6

# Continuation.
entry	smiles	ARFGAP1 inhibitor	ASAP1 GAP inh	Tn7 DDE FP	PLCb3 inh	UHRF1 binding
25	COc1ccc(-c2nc(CS(=O)CC(=O)NC3CCCCC3C)c(C)o2)cc1OC (configuration not stated)	14	2	2	-8	0
26	Cn1c(SCC(=O)NC2(C#N)CCCCC2)nnc1-c1cccnc1	-4	6	-3	-1	4
27	O=S(=O)(NCc1cccnc1)c1cccn1-c1ncc(C(F)(F)F)cc1Cl	-2	-4	6	4	1
28	O=C1Nc2ccc(Br)cc2C12NNc1ccccc1O2 (configuration not stated)	18	9	-8	-2	-3
29	Cc1ccc(N(CC(=O)N2CCCCCC2)S(C)(=O)=O)cc1Cl	5	-4	-11	-4	11
30	C/C(=N/Oc1nc(C)cc(C)n1)c1ccc(Br)cc1	8	1	9	-1	3
31	COc1ccc(C=C(C(=O)c2ccccc2)c2ccccc2)cc1	-4	5	-1	0	-2
32	COc1ccc(C)cc1C1=CC(=O)C[C@H](c2ccc(F)cc2)C1	-14	10	2	-90	-4
33	COc1cc2c(cc1OC)C(C)N(C(=O)c1cc3ccccc3o1)CC2 (configuration not stated)	1	1	1	5	-1
34	Cc1ccc(OCC(=O)NC(=S)Nc2ccc3c4c(cccc24)CC3)cc1	1	3	-4	2	-1
35	Cc1nn(-c2ncc(C(F)(F)F)cc2Cl)c(=O)n1-c1ccccc1F	-5	-18	1	-5	1
36	COc1ccc(C2CC(c3cccs3)=NN2C(=O)COC(=O)c2cncc(Br)c2)cc1OC (configuration not stated)	13	1	-5	-26	-2

entry	DDE Tn6 FP inh	MBD2 DNA inh	PLCg1 inh	ADAM17 inh	KLK7 zymogen act
25	9	-2	2	2	-0.2
26	1	3	12*	-1	0.3
27	8	-2	-2	1	0.4
28	2	-7	0	0	-0.1
29	1	1	2	-2	0.2
30	5	1	1	-3	0.1
31	-2	-2	3	3	-0.3
32	-2	0	-83	0	-2.5
33	-7	-2	0	-2	0.5
34	4	0	-2	-1	-0.7
35	8	1	0	-4	0.5
36	-5	6	-11	0	-1.1

# An excerpt from above in order of the PLCg1 inh value, largest number first:
item	canonical_smiles	ARFGAP1 inhibitor	ASAP1 GAP inh	Tn7 DDE FP	PLCb3 inh	DDE Tn6 FP inh	MBD2 DNA inh	PLCg1 inh	ADAM17 inh	KLK7 zymogen act
26	Cn1c(SCC(=O)NC2(C#N)CCCCC2)nnc1-c1cccnc1	-4	6	-3	-1	1	3	12*	-1	0.3
29	Cc1ccc(N(CC(=O)N2CCCCCC2)S(C)(=O)=O)cc1Cl	5	-4	-11	-4	1	1	2	-2	0.2
30	C/C(=N/Oc1nc(C)cc(C)n1)c1ccc(Br)cc1	8	1	9	-1	5	1	1	-3	0.1
35	Cc1nn(-c2ncc(C(F)(F)F)cc2Cl)c(=O)n1-c1ccccc1F	-5	-18	1	-5	8	1	0	-4	0.5
27	O=S(=O)(NCc1cccnc1)c1cccn1-c1ncc(C(F)(F)F)cc1Cl	-2	-4	6	4	8	-2	-2	1	0.4
36	COc1ccc(C2CC(c3cccs3)=NN2C(=O)COC(=O)c2cncc(Br)c2)cc1OC (configuration not stated)	13	1	-5	-26	-5	6	-11	0	-1.1
32	COc1ccc(C)cc1C1=CC(=O)C[C@H](c2ccc(F)cc2)C1	-14	10	2	-90	-2	0	-83	0	-2.5

# (more compounds)
entry	smiles	ARFGAP1 inhibitor	ASAP1 GAP inh	Tn7 DDE FP	PLCb3 inh	UHRF1 binding
37	O=c1c(C/C=C/c2ccccc2)c(O)ccn1Cc1cccc(Cl)c1	3	1	4	2	2
38	CCc1ccccc1-n1c(SCC(=O)c2c(N)n(C3CC3)c(=O)[nH]c2=O)nnc1N1CCOCC1	-3	19	4	-6	-1
39	CCOC(=O)c1ccc(NC(=O)CCc2nc(-c3cccc(C)c3)no2)cc1	5	5	0	4	8
40	COc1ccc(O)c(/C=N/n2c(-c3ccco3)csc2=Nc2cccnc2)c1	-6	7	-3	-47	0
41	CCN(CC)C(=S)Oc1ccc(Cl)cc1Cl	-5	-7	-3	-4	0
42	COc1cc(OC)cc(C2=Cc3ccccc3C(CC(C)=O)N2c2ccc(C#CC3(O)CCCCC3)cc2)c1 (configuration not stated)	7	4	7	-217	0
43	CCn1cc(C(=O)N(CCC(C)C)c2c(N)n(Cc3ccccc3)c(=O)[nH]c2=O)c(=O)c2ccc(C)nc21	3	-4	2	-7	-2

entry	DDE Tn6 FP inh	MBD2 DNA inh	PLCg1 inh	ADAM17 inh	KLK7 zymogen act
37	1	3	5	4	0.3
38	-1	-3	3	-10	-0.3
39	-3	2	6	5	-0.3
40	-4	4	-33	-2	-0.2
41	3	0	2	-1	-0.3
42	3	-1	-141	-21	9.6
43	0	2	-2	-6	0.3
